Screening data: PubChem BioAssay, Sanford-Burnham Center for Chemical Genomics
Rev-erbA mod: Rev-erb alpha (human) modulation; P20393; Rev-erbα–FITC-DNA binding, fluorescence polarization, 90 min; activity, % at 10 µM; 370,000 tested, 0.79% active;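 active = activity above about 14%, limit read from the data; passing the limit was not always enough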;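 note: 0% = DMSO wells with 35 nM protein and 100% = DMSO wells with 750 nM protein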
Active calls of the source: *; & = joins results of further samples. This is a subset, so the mix of outcomes need not match the whole.

nr | Rev-erbA mod | smiles
1 | 1 | C/C=C\C1=C(C(=O)O)N2C(=O)C(NC(=O)C(N)c3ccc(O)cc3)C2SC1 (centres undefined)
2 | -3 | Cc1ccccc1N=Nc1ccc(N=Nc2c(O)ccc3ccccc23)c(C)c1
3 | 4 | COc1ccc(-c2cc(=O)c3c(O)cc(O[C@@H]4O[C@H](CO[C@H]5O[C@H](C)[C@@H](O)[C@H](O)[C@@H]5O)[C@@H](O)[C@H](O)[C@H]4O)cc3o2)cc1O
4 | 6 | CC(C)(CO)[C@@H](O)C(=O)NCCC(=O)O
5 | 11 | CCCOC(=O)c1ccccc1
6 | 1 | CC[C@]1(O)CC2CN(CCc3c([nH]c4ccccc34)[C@@](C(=O)OC)(c3cc4c(cc3OC)N(C)[C@H]3[C@@](O)(C(=O)OC)[C@H](OC(C)=O)[C@]5(CC)C=CCN6CC[C@]43[C@@H]65)C2)C1 (some centres undefined)
7 | 3&8 | C=C[C@H]1CN2CC[C@@H]1C[C@@H]2[C@H](O)c1ccnc2ccc(OC)cc12
8 | -2 | CN1CCC(=C2c3ccccc3CCc3sccc32)CC1

Reprinted from the listing (seven entries):
nr | Rev-erbA mod | smiles
2 | -3 | Cc1ccccc1N=Nc1ccc(N=Nc2c(O)ccc3ccccc23)c(C)c1
3 | 4 | COc1ccc(-c2cc(=O)c3c(O)cc(O[C@@H]4O[C@H](CO[C@H]5O[C@H](C)[C@@H](O)[C@H](O)[C@@H]5O)[C@@H](O)[C@H](O)[C@H]4O)cc3o2)cc1O
4 | 6 | CC(C)(CO)[C@@H](O)C(=O)NCCC(=O)O
5 | 11 | CCCOC(=O)c1ccccc1
6 | 1 | CC[C@]1(O)CC2CN(CCc3c([nH]c4ccccc34)[C@@](C(=O)OC)(c3cc4c(cc3OC)N(C)[C@H]3[C@@](O)(C(=O)OC)[C@H](OC(C)=O)[C@]5(CC)C=CCN6CC[C@]43[C@@H]65)C2)C1 (some centres undefined)
7 | 3&8 | C=C[C@H]1CN2CC[C@@H]1C[C@@H]2[C@H](O)c1ccnc2ccc(OC)cc12
8 | -2 | CN1CCC(=C2c3ccccc3CCc3sccc32)CC1

Following part:
nr | Rev-erbA mod | smiles
9 | -8 | O=C(O)CN1C(=O)c2cccc3cccc(c23)C1=O
10 | -4 | CC1(C)OC(=O)C(OCC2CC2)=C1c1ccc(S(C)(=O)=O)cc1
11 | -6 | COc1cccc(CCc2ccccc2OCC(CN(C)C)OC(=O)CCC(=O)O)c1 (centres undefined)
12 | 0 | CC1CCC(C(C)C)C(OC(=O)c2ccccc2O)C1 (centres undefined)
13 | 0 | CCN(CC)CCOc1ccccc1C(=O)CCc1ccccc1
14 | -4 | CCCSS/C(CCO)=C(/C)N(C=O)Cc1cnc(C)nc1N
15 | -5 | Nc1nccs1
16 | 6 | O=S(=O)(O)c1ccc2nc(-c3ccccc3)[nH]c2c1
17 | 1 | N/C(=N\N=C\c1ccc(Cl)cc1)N/N=C/c1ccc(Cl)cc1
18 | 2 | OC1(c2ccc(Cl)c(C(F)(F)F)c2)CCN(CCCC(c2ccc(F)cc2)c2ccc(F)cc2)CC1
19 | 6 | COC(=O)c1cccnc1

Two of the compounds above, with each value named.
[9] O=C(O)CN1C(=O)c2cccc3cccc(c23)C1=O
  Rev-erbA mod: -8

[10] CC1(C)OC(=O)C(OCC2CC2)=C1c1ccc(S(C)(=O)=O)cc1
  Rev-erbA mod: -4
